# SENP8 block-1 – SENP8 protease inhibitors, primary screen, biochemical, luminescence; Sentrin-specific protease 8 (Homo sapiens), Q96LD8; purified SENP8, Z-RLRGG-aminoluciferin cleavage; inhibition, % at 10 µM; hit rate 1.2% among 330,000; AID 2540, 2010; in the data active = inhibition above about 50%
# MIN6 prolif – inducers of MIN6 beta-cell proliferation, primary screen, ATP luminescence, uHTS. MIN6 cells proliferation, ATPlite luminescence, 48 h; cells starved in 0.2% serum; 100% = growth in 10% serum. proliferation, % at 10 µM. hit rate 0.29% among 330,000;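 active = compounds whose signal lies at least 3.5 SD above the mean of all wells on their plate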;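 note: 0% = DMSO-treated cells in low-serum medium and 100% = 10% serum control; some compounds called inactive have numbers as strong as hits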
# PfGluPho inh – PfG6PD enzyme inhibitors, primary screen, biochemical, fluorescence intensity, uHTS; inhibition, % at 20 µM; hit rate 0.78% among 350,000; PfGluPho enzyme, NADPH resazurin-diaphorase fluorescence; glucose-6-phosphate dehydrogenase-6-phosphogluconolactonase (Plasmodium falciparum 3D7);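 active = inhibition reaching at least a set limit at 20 µM in the primary screen, cut at about 59% in these data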;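 note: 0% = DMSO wells with substrate and 100% = DMSO wells lacking glucose-6-phosphate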
# SENP7 block – SENP7 protease inhibitors, primary screen, biochemical, luminescence, uHTS. hit rate 1.5% among 330,000. Sentrin-specific protease 7 (Homo sapiens), Q9BQF6. recombinant SENP7, Z-RLRGG-aminoluciferin luminescence, 40 min. inhibition, % at 5 µM;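 active = inhibition above about 50% at the single test dose, limit read from the data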;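 note: plate controls were DMSO with enzyme for no effect and no enzyme buffer wells for full effect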
# UBC13 polyUb – UBC13 polyubiquitin chain formation inhibitors, primary screen, biochemical, TR-FRET, uHTS. Ubiquitin-conjugating enzyme E2 N (Homo sapiens), P61088. AID 485273, 2010. hit rate 0.47% among 330,000. inhibition, % at 20 µM; in the data active = inhibition above about 45%, passing the limit was not always enough
# Target sequence (P61088 whole entry, looked up): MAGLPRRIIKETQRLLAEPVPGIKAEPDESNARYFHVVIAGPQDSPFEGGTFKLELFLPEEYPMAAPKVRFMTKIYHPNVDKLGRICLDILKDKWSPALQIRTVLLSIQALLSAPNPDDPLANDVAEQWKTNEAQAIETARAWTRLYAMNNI
# SENP6 block – SENP6 protease inhibitors, primary screen, biochemical, luminescence, uHTS; inhibition, % at 10 µM; Recombinant SENP6 catalytic domain, aminoluciferin luminescence; Sentrin-specific protease 6 (Homo sapiens), Q9GZR1; hit rate 1.8% among 330,000;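 active = inhibition above about 50% at the single tested dose, limit read from the data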;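 note: plate controls were DMSO wells with enzyme for no effect and DMSO wells lacking enzyme for full effect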
# SENP8 block-2 – human SENP8 protease inhibitors, primary screen, biochemical, fluorescence, Nedd8 protein substrate, uHTS; Sentrin-specific protease 8 (Homo sapiens), Q96LD8; recombinant SENP8; inhibition, % at 20 µM; hit rate 0.64% among 360,000; AID 602440, 2012; in the data active = inhibition mostly above about 40%, no sharp cut-off; inactive = mostly below about 27%
# SENP1 FRET inh – human SENP1 catalytic domain inhibitors, primary screen, biochemical, FRET, uHTS. AID 624204, 2012. hit rate 0.21% among 360,000. Sentrin-specific protease 1 (Homo sapiens), Q9P0U3. inhibition, % at 10 µM. recombinant SENP1 catalytic domain, CyPet-SUMO1-YPet FRET cleavage;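 active = inhibition at least 30% at 10 µM, raw YFP signal under a set limit, fluorescence ratio 0.5 to 1.5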;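 note: 0% = enzyme with DMSO and 100% = no enzyme wells; some results filed as inactive read as strong as hits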
#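 Test system: hSENP1 catalytic domain, recombinant; Amount: 20 pM final SENP1 enzyme; Medium: Tris pH 8 buffer plus EDTA, NaCl, BME, BSA, NP40, catalase; Schedule: 50 min enzyme reaction, room temperature, light-protected; Technique: FRET fluorescence in CFP and YFP emission channels; Controls: no-enzyme wells low, DMSO-plus-enzyme wells high control.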
# HKDC1 inhibitor – HKDC1 hexokinase inhibitors, primary screen, biochemical, fluorescence, uHTS; recombinant HKDC1, G6PDH/diaphorase resazurin coupled fluorescence; Q2TB90; inhibition, % at 20 µM; hit rate 0.16% among 340,000; AID 493160, 2011;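 active = inhibition above about 35% when tested at 20 µM, limit read from the data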;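 note: plate controls were DMSO wells with enzyme for no effect and DMSO wells lacking enzyme for full effect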
# Target sequence (Q2TB90 whole entry, looked up): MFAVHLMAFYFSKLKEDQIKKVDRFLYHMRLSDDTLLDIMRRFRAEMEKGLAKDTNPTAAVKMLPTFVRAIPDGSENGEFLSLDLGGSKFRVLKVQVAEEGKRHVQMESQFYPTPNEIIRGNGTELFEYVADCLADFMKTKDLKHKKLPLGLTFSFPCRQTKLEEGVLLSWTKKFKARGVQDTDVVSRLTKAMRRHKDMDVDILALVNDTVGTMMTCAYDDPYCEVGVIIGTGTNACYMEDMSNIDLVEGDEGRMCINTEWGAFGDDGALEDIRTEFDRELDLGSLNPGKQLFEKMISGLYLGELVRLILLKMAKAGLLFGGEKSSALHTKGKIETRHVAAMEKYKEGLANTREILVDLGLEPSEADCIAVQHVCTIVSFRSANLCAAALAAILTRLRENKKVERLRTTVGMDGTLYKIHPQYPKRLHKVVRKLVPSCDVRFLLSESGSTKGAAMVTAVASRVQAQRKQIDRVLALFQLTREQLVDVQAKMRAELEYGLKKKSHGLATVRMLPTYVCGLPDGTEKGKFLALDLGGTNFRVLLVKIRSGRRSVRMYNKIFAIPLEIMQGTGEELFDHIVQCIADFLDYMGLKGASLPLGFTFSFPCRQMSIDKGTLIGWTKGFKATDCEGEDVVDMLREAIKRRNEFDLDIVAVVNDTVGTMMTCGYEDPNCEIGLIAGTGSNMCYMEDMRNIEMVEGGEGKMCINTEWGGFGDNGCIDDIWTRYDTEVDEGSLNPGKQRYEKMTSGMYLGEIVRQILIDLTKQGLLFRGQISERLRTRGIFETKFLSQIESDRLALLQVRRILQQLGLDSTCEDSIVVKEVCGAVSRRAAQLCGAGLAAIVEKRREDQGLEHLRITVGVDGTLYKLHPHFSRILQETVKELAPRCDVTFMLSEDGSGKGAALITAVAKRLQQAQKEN
#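 Assay system: recombinant HKDC1 hexokinase; detection: coupled resazurin fluorescence, excitation 525 nm, emission 613 nm; benchmarks: DMSO-plus-enzyme-mix negative control, buffer-substituted positive control; compound dosing: single 20 µM dose; schedule: 90 min at room temperature in dark; also added: glucose plus 1 mM ATP as hexokinase substrates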
# Active calls of the source: *; i = inactive; . = not tested or not shown.
SMILES,SENP8 block-1,MIN6 prolif,PfGluPho inh,SENP7 block,UBC13 polyUb,SENP6 block,SENP8 block-2,SENP1 FRET inh,HKDC1 inhibitor
O=C(C1=C(O)C(=O)N(CC2CCCO2)C1c1ccc(Cl)cc1)c1ccco1 (stereo not given),6.1,0.0,21.9,3.9,-10.0,6.0,1.2,1.2,1.3
O=C(NC(CO)(CO)CO)c1coc(=O)c(Br)c1,1.9,-3.9,-15.4,2.8,-7.0,-8.2,-27.2,1.6,10.4
CCOC(=O)C1CCN(S(=O)(=O)c2ccc(CNC(=O)c3ccccc3)s2)CC1,-7.7,1.1,-6.3,2.8,-1.9,-0.5,10.1,1.7,-5.9
N/C(=N\OC(=O)c1ccco1)c1ccc(Br)cc1,74.2*,0.0,-11.8,76.0*,-12.7,92.6*,0.1,0.7,-5.5
O=C(NC(=S)Nc1cccc(Cl)c1N1CCCCC1)c1ccco1,2.9,-5.6,9.5,9.6,0.2,-1.6,12.6,2.1,11.1
CCc1nc2ccc(C(=O)N(CC)CC(=O)Nc3c(F)cccc3F)cc2nc1CC,4.4,-0.8,-7.6,-3.3,-1.4,-7.3,-3.8,0.2,0.6
COc1ccc(-n2c(COc3cccc4cccnc34)nnc2SCC(=O)O)cc1,-2.0,0.0,-2.5,6.0,12.0,-12.5,-13.8,0.3,-6.9
COC(=O)c1ccccc1NC(=O)CSc1nc(N)cc(N)n1,-9.7,-0.2,-10.0,9.1,1.5,-8.0,3.0,-0.7,-4.8
O=C(Oc1cccc(C(=S)N2CCOCC2)c1)c1cccc([N+](=O)[O-])c1,4.7,0.2,51.5,7.2,-3.7,1.9,7.3,0.8,-5.3
CN(C)S(=O)(=O)c1cccc(C(=O)NCCCn2ccnc2)c1,-2.4,-1.4,0.9,36.8,-1.5,8.2,-1.4,0.5,-4.7
O=C(c1ccccn1)N(Cc1ccco1)C1(C(=O)NC2CCCCC2)CCCCC1,5.3,1.9,-8.8,8.7,-3.8,-7.4,12.0,1.4,0.4
CCOc1ccccc1OCC(=O)Nc1ccc(S(=O)(=O)Nc2ncccn2)cc1,-5.5,-1.0,-28.0,-5.3,-2.2,-3.7,1.4,-0.2,-1.6

# Of the compounds above, 2 have a Cl atom:
SMILES,SENP8 block-1,MIN6 prolif,PfGluPho inh,SENP7 block,UBC13 polyUb,SENP6 block,SENP8 block-2,SENP1 FRET inh,HKDC1 inhibitor
O=C(C1=C(O)C(=O)N(CC2CCCO2)C1c1ccc(Cl)cc1)c1ccco1 (stereo not given),6.1,0.0,21.9,3.9,-10.0,6.0,1.2,1.2,1.3
O=C(NC(=S)Nc1cccc(Cl)c1N1CCCCC1)c1ccco1,2.9,-5.6,9.5,9.6,0.2,-1.6,12.6,2.1,11.1

# Molecules from the list above that have an aryl thioether with sulfur outside any ring (two):
SMILES,SENP8 block-1,MIN6 prolif,PfGluPho inh,SENP7 block,UBC13 polyUb,SENP6 block,SENP8 block-2,SENP1 FRET inh,HKDC1 inhibitor
COc1ccc(-n2c(COc3cccc4cccnc34)nnc2SCC(=O)O)cc1,-2.0,0.0,-2.5,6.0,12.0,-12.5,-13.8,0.3,-6.9
COC(=O)c1ccccc1NC(=O)CSc1nc(N)cc(N)n1,-9.7,-0.2,-10.0,9.1,1.5,-8.0,3.0,-0.7,-4.8

# (list continues)
SMILES,SENP8 block-1,MIN6 prolif,PfGluPho inh,SENP7 block,UBC13 polyUb,SENP6 block,SENP8 block-2,SENP1 FRET inh,HKDC1 inhibitor
O=C(COC(=O)C1CC(=O)N(Cc2ccco2)C1)Nc1nc(-c2ccc(F)cc2)cs1 (stereo not given),7.7,0.2,1.8,25.2,3.3,11.2,2.5,2.2,2.2
CC(=O)c1ccc2noc(-c3cccc(C)c3)c2c1,-2.9,0.6,6.7,-1.7,-13.5,-12.6,-34.5,-8.6,10.8
O=C(O)C1CCC(=O)N(C2CC2)C1c1ccccc1 (stereo not given),-9.4,-2.2,-0.6,3.7,3.0,6.7,21.0,1.8,-0.6
CCOc1cc(/C=N/O)cc(Br)c1OCC,6.7,0.8,2.1,6.0,8.7,-3.9,30.8,-0.7,0.3
Cc1ccc2[nH]c3nc(SCC#N)nnc3c2c1,11.8,0.4,-4.2,4.1,-19.5,-20.1,3.1,-0.3,-2.6
Cc1cccc(-c2cc(C(=O)Nc3ccncc3)c3ccccc3n2)c1,-1.1,-5.3,21.8,0.1,3.4,-9.3,-39.7,-2.4,0.7
COc1ccc(NC(=O)CSc2nnc(Cn3nnc4ccccc43)n2C)cc1,-12.5,-1.1,-7.3,-6.1,-4.3,7.2,16.3,0.0,-4.5
CCCCCNCc1ccc(OCc2ccc(Cl)nc2)c(OC)c1,-3.2,-1.1,3.0,-1.3,4.6,-9.1,15.6,2.1,-9.1
CCOc1ccc(CCNC(=O)COC(=O)c2oc3ccccc3c2COC)cc1OCC,-6.1,4.4,7.7,5.7,-0.6,1.0,6.0,-2.6,-3.6
COc1ccc(S(=O)(=O)N2CCC(C(=O)NC3CCCC3)CC2)cc1C,8.0,-2.2,-16.6,-6.6,6.1,-23.6,2.6,2.6,-5.2
O=C(CSc1nnc(NC(=O)c2cccc(F)c2)s1)NCc1ccco1,17.1,-2.7,2.0,9.7,-12.8,24.1,-38.2,2.1,-2.7
COc1ccc(/C=N/NC(=O)c2ccc(N3CCCC3=O)cc2)cc1,-1.8,-3.6,4.1,-7.0,-11.7,18.4,-35.8,2.5,-0.3
CCn1c(SCC(=O)Nc2ccccc2OC)nnc1-c1cnccn1,-3.5,3.7,77.6*,-5.0,8.3,-8.2,17.8,1.1,-5.4
CCC1(c2ccccc2)NC(=O)N(CC(=O)N2CC(=O)Nc3ccccc32)C1=O (stereo not given),1.7,1.5,-21.3,6.5,6.7,-8.3,10.9,-1.0,-5.0
O=C(Nc1cccc(-c2cn3c(n2)SCC3)c1)c1ccc2c(c1)OCO2,2.1,-4.5,13.1,9.4,-11.1,-3.7,15.5,-0.9,-3.5
CC(=O)C1=C(O)C(=O)N(Cc2ccccc2)C1c1ccco1 (stereo not given),-0.2,-1.8,-11.8,5.4,-2.2,-3.3,7.4,-1.4,-4.3
O=S(=O)(c1ccccc1)c1nc(-c2ccco2)oc1N1CCCCC1,7.7,0.0,-15.4,9.9,-6.1,-12.4,9.9,-0.5,-8.3
c1ccc(N2CCOCC2)c(Nc2nc3ccccc3n3cnnc23)c1,18.3,1.0,18.9,-1.4,10.9,25.6,-75.7,-31.7,5.9
Clc1cc2c(cc1/C=N/Nc1nc(N3CCOCC3)nc(N3CCOCC3)n1)OCO2,-0.7,2.5,-4.2,1.4,-13.9,-34.3,-21.4,2.1,-7.1
Nc1ccc2c(O)cc(S(=O)(=O)O)cc2c1,.,.,26.9,.,.,.,i,-36.4,12.2
Cc1ccc(S(=O)(=O)NC2(C(=O)O)CCCCC2)cc1,-2.8,1.1,-8.0,2.8,8.2,-11.1,18.2,1.2,0.0
NC(=Nc1ccc(Br)cc1)c1ccccc1,-13.8,-2.5,-5.0,3.9,0.1,-8.0,6.2,-1.1,-6.5
COc1ccc(CN=Cc2[nH]c3ccc(Br)c(Cl)c3c2O)cc1,5.7,-6.3,12.9,0.4,-70.6,-1.8,48.8*,-38.3,22.0
O=C(NNS(=O)(=O)c1ccc([N+](=O)[O-])cc1)C1CCCCC1,-4.0,0.2,-4.6,1.7,-2.8,0.2,27.3,1.4,-5.6
CC(c1ccccc1)N1C(=O)c2ccc(C(=O)Nc3ccc(Br)cc3C(=O)O)cc2C1=O (stereo not given),-3.5,-4.2,-20.2,12.9,-15.2,4.1,13.2,0.4,13.6
O=C(CN1CCN(c2cccc(Cl)c2)CC1)N1CCCC1,-1.8,-2.0,2.2,2.3,-0.9,-1.9,18.1,1.8,0.3
Nn1cnnc1N/N=C/c1cc(Br)cc(Br)c1O,1.7,-6.8,38.3,-2.3,-6.1,-24.8,-21.3,8.2,-52.2
C=CCSc1nc2nc(C)cc(C)n2n1,1.6,-0.1,-10.6,2.2,1.1,-5.8,19.2,-1.0,1.7
Cc1ccc2[nH]c(=O)c(CN(CC3CCCO3)C(=O)c3cccs3)cc2c1 (stereo not given),3.0,0.0,-17.4,6.9,4.5,-21.1,-56.0,1.2,0.5
O=C1Cc2ccccc2C(=O)N1c1ccccc1,17.2,-2.0,8.6,18.5,3.8,53.9*,52.8*,-26.0,1.6
COc1ccc(C2=NN(C(=O)c3ccccc3C(=O)O)C(c3ccccc3O)C2)cc1 (stereo not given),1.5,-3.9,-4.5,1.9,-4.5,3.1,-4.9,-36.7,2.8
C/C(=N/NC(=O)c1ccc(Br)s1)c1ccncc1,2.0,14.9*,-13.1,-3.2,2.4,26.0,-0.5,-0.1,2.1
COc1ccc(O)c(C=NCC(C)N=Cc2cc(OC)ccc2O)c1 (stereo not given),0.9,-2.7,0.0,8.3,1.1,5.2,-55.6,23.4,-8.3
CCOC(=O)c1cnc(Nc2ccc(OCC)cc2)nc1C,-3.6,-0.7,-10.9,18.5,-2.3,32.6,-25.5,1.3,-1.6
Cc1ccc(S(=O)(=O)N[C@H](C(=O)N2CCC(C(=O)N[C@@H](CC(=O)O)C(=O)O)CC2)C(C)C)cc1,-3.5,-2.2,-25.0,-3.8,-0.1,-6.5,13.2,1.3,7.4
Cc1nn(Cc2noc(C(=O)NC3CCC(C)CC3)n2)c(C)c1Br (stereo not given),-8.1,-7.6,-2.4,16.3,-4.0,-6.6,18.8,2.6,-5.1
CC1(C)CC(=O)C2=C(C1)NC(Nc1nc3ccccc3o1)=NC21CCCC1,8.7,-1.7,9.2,2.6,6.1,-5.4,-206.4,2.2,-11.4
Cc1ccc2c(c1)S/C(=C/c1ccc[n+](C)c1)N2CCO,9.9,-6.9,0.2,4.4,-35.1,9.5,21.0,-0.8,-11.8
CSc1nc(N)c2c3c(sc2n1)CN(C)CC3,-9.3,0.9,12.7,0.1,-0.2,1.6,-297.4,-44.7,6.9
Cc1cccc(OCC(=O)N2CCC(N3CCOCC3)CC2)c1,0.4,0.0,-5.9,-1.6,1.0,-5.6,15.9,0.9,-3.5
CN(CCC1CCOCC1)C(=O)CC1C(=O)NCCN1C/C=C/c1ccccc1 (stereo not given),-1.9,-1.1,0.1,-2.4,8.8,0.7,-0.6,2.5,0.0
O=C(NCc1cccnc1)NC1(C(F)(F)F)Oc2ccccc2O1,-12.0,-4.9,5.6,-1.9,-6.6,6.7,25.5,1.9,-1.2
Cc1cc(N2C(=O)Cc3ccccc3C2=O)ccc1C(C)C,23.2,-5.5,-8.6,25.7,-3.9,47.1,77.8*,-22.5,10.1
O=C(O)c1cccc2c(/C=N/Nc3ccccn3)c[nH]c12,87.8*,-3.1,2.7,90.3*,-10.4,90.0*,14.3,2.2,-4.9
CCCc1cc(C(=O)NNC(=S)NC(C)c2ccccc2)cs1 (stereo not given),-0.8,1.6,-20.4,10.9,-3.5,-7.7,2.0,0.5,0.4
